# CASP6 VEID inh – human caspase-6 inhibitors, primary screen, biochemical, VEID-R110 fluorescence, single point, set 2 | P55212 | purified caspase-6, Z-VEID-R110 cleavage fluorescence | inhibition, % at 12.5 µM | actives 0.53% (n = 350,000) | AID 686996, 2013;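 active = mean inhibition across replicates at least about 35%, with every replicate also reaching that limit, limit read from the data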;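 note: 0% = median of neutral control wells and 100% = no fluorescence left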
# Target sequence (P55212 24-179 limits assumed): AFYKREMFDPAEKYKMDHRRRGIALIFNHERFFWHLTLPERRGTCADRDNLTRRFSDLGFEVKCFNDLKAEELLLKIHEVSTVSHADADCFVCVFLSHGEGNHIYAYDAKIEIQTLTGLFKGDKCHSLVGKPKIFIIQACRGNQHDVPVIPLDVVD
# Target sequence (P55212 194-293 limits assumed): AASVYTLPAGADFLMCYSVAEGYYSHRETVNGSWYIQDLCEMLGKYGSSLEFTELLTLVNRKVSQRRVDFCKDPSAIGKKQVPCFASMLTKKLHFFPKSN
# LGR2 inh – inhibitors of bursicon-induced LGR2 CRE-luciferase signal, primary screen, cell-based, HEK293, CRE-luciferase reporter, bursicon stimulation; Drosophila bursicon receptor LGR2 (rickets); bursicon-stimulated, 4 h; inhibition, % at 9.99 µM; actives 0.35% (n = 380,000); AID 720647, 2013;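 active = drop in luminescence signal, shown as inhibition above about 50% in the replicate tests, limit read from the data, passing the limit was not always enough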;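 note: agonist challenge used bursicon conditioned medium at about half maximal strength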
# S100A4 MyoIIA – inhibitors of S100A4-myosin IIA peptide binding, primary screen, biochemical, fluorescence polarization, TAMRA-MyoIIA peptide; inhibition, % at 10.7 µM; Protein S100-A4 (Homo sapiens), P26447; actives 0.14% (n = 360,000); AID 652163, 2013;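 active = mean inhibition of at least 70% across replicates, with every replicate also reaching that level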
# Target sequence (P26447 whole entry, looked up): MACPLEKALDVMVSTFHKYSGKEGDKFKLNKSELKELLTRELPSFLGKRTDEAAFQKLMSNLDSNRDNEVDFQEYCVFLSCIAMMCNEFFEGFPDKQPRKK
#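 Material: S100A4 monomer (human). Medium: Calcium-containing HEPES buffer, pH 7.2. Probe or stimulus: labelled myosin peptide probe, 5 nM. Compound dosing: one concentration per compound. Timing: polarization read 5 min after assay mix addition, stable 5–60 min. Benchmarks: DMSO as neutral control, TFP as positive control.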
# FN deposit inh – inhibitors of fibronectin matrix deposition, primary screen, AH1F cells, Alexa488-fibronectin fluorescence, plate reader | inhibition, % at 12.6 µM | AH1F fibroblasts, overnight | AID 743247, 2014 | actives 0.086% (n = 350,000);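 active = mean inhibition across replicates of 30% or more, regardless of how many single replicates reach that level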;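 note: positive control wells lacked labelled fibronectin entirely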
#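 Assay system: AH1F fibroblast monolayer, labelled fibronectin deposition. Amount: 10000 cells per well. Also added: labelled fibronectin 24 nM. Compound: single-point pinned compound. Incubation: cell attachment 1 h, compound and FN exposure overnight. Detection: fluorescence after three HBSS washes, excitation 485 nm, emission 525 nm. Read-out: inhibition of fibronectin deposition signal.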
# esBAF inh – Bmi1 luciferase reporter increase in mESCs, primary screen, esBAF inhibitor project, mouse ES cells, Bmi1 luciferase knock-in, single point | 24 h; 100% = twice the neutral-well signal | reporter increase, % at 12.5 µM | actives 2% (n = 350,000); in the data active = activation above about 40%;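 note: 0% = median of the plate's neutral control wells and 100% = double that signal; a rise in the Bmi1 reporter signal indicates esBAF inhibition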
# SIRT5 inh – SIRT5 desuccinylase inhibitors, primary screen, biochemical, fluorescence imaging, single point, set 5; Purified SirT5, succinyl-peptide AMC, trypsin-coupled fluorescence; actives 1.1% (n = 330,000); NAD-dependent protein deacylase sirtuin-5, mitochondrial (Homo sapiens), Q9NXA8; inhibition, % at 15 µM; AID 652115, 2013; in the data active = inhibition above about 15%
# Target sequence (Q9NXA8 whole entry, looked up): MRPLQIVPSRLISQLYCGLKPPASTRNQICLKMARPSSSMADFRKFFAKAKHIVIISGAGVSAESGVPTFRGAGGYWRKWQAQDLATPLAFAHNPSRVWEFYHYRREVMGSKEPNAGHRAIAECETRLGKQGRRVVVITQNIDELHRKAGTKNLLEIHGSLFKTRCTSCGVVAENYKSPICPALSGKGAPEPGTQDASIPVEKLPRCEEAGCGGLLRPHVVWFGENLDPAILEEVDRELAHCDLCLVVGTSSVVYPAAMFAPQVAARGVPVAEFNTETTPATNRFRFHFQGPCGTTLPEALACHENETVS
# Statin myotox sup – suppressors of statin myotoxicity in C2C12 myotubes, primary screen, cell-based, single point, plate reader | C2C12 myotubes + simvastatin, ATP luminescence, 48 h; scaled: DMSO 0, geranylgeraniol control 100 | actives 0.78% (n = 330,000) | rescue of ATP level, % at 7.49 µM | AID 602340, 2012;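 active = mean ATP rescue above about 67%, or every replicate alone reaching that limit, limit read from the data, passing the limit was not always enough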;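 note: myotubes were challenged with 10 µM simvastatin during compound exposure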
# * hit, by the source's call; / = not tested or not shown; & = joins results of further samples. Not all compounds are listed; rates above refer to the full screens.
# The opening 13 entries (preview)
SMILES,CASP6 VEID inh,LGR2 inh,S100A4 MyoIIA,FN deposit inh,esBAF inh,SIRT5 inh,Statin myotox sup
Cc1cc(C(=O)Nc2ccc3c(c2)C(=O)N(C)[C@H]2CC[C@@H](CC(=O)NCC(F)(F)F)O[C@H]2CO3)no1,-1,2,-2,-4,0,5,12
COc1ccc(CCNC(=O)Cn2cccc2C(=O)c2ccccc2)cc1OC,-6,-8,4,1,/,2,/
CN(CC(=O)Nc1cccc(F)c1)C(=O)c1ccc(S(=O)(=O)N2CCCC2)cc1,5,-8,-1,2,2,0,12
C[C@@H](NC(=O)C[C@H]1CC[C@H](NC(=O)c2cccnc2)[C@H](CO)O1)c1ccccc1,-2,-2,-6,4,3,4,-19
CCCOC(=O)Nc1sc2c(c1C(N)=O)CCCC2,0,-12,3,/,/,-3,/
CC(C)OCCCNC(=O)CNC(=O)c1ccc(Cl)c(Cl)c1,-3,-12,-1,3,/,-6,/
CCC1OC(c2ccc([N+](=O)[O-])cc2)=Nc2ccccc21 (configuration not stated),-1,-1,4,1,-6,-1,-9
CC(C)NC(=O)Nc1ccc2c(c1)CC(=O)N([C@H](C)CO)C[C@H](C)[C@H](CN(C)Cc1ccccc1)O2,0,-13,-4,/,-3,-2,16
CC(=O)N(C1=C(N)C(=O)c2ccccc2C1=O)c1ccccc1,16,8,2,-3,3,-12,12
C[C@H]1CN([C@@H](C)CO)C(=O)c2cccc(NC(=O)c3ccc(-c4nccs4)cc3)c2O[C@H]1CN(C)S(=O)(=O)c1ccccc1,0,-13,4,/,1,3,-22
COc1cc(C#Cc2c(-c3cncn3C)n(C)c3ccc(-c4ccc(OC)c(OC)c4)cc23)cc(OC)c1,/,-3,/,4,3,/,-5
C[C@H](CO)N1C[C@H](C)[C@@H](CN(C)C(=O)Nc2ccc(C(F)(F)F)cc2)Oc2ccc(NC(=O)CCN3CCOCC3)cc2C1=O,1,7,-2,/,7,4,-39
CC1(C)COCN1C(=O)c1ccc(Cl)c(Cl)c1,2,1,3,1,/,-2,/

# The listing (from the top)
SMILES,CASP6 VEID inh,LGR2 inh,S100A4 MyoIIA,FN deposit inh,esBAF inh,SIRT5 inh,Statin myotox sup
Cc1cc(C(=O)Nc2ccc3c(c2)C(=O)N(C)[C@H]2CC[C@@H](CC(=O)NCC(F)(F)F)O[C@H]2CO3)no1,-1,2,-2,-4,0,5,12
COc1ccc(CCNC(=O)Cn2cccc2C(=O)c2ccccc2)cc1OC,-6,-8,4,1,/,2,/
CN(CC(=O)Nc1cccc(F)c1)C(=O)c1ccc(S(=O)(=O)N2CCCC2)cc1,5,-8,-1,2,2,0,12
C[C@@H](NC(=O)C[C@H]1CC[C@H](NC(=O)c2cccnc2)[C@H](CO)O1)c1ccccc1,-2,-2,-6,4,3,4,-19
CCCOC(=O)Nc1sc2c(c1C(N)=O)CCCC2,0,-12,3,/,/,-3,/
CC(C)OCCCNC(=O)CNC(=O)c1ccc(Cl)c(Cl)c1,-3,-12,-1,3,/,-6,/
CCC1OC(c2ccc([N+](=O)[O-])cc2)=Nc2ccccc21 (configuration not stated),-1,-1,4,1,-6,-1,-9
CC(C)NC(=O)Nc1ccc2c(c1)CC(=O)N([C@H](C)CO)C[C@H](C)[C@H](CN(C)Cc1ccccc1)O2,0,-13,-4,/,-3,-2,16
CC(=O)N(C1=C(N)C(=O)c2ccccc2C1=O)c1ccccc1,16,8,2,-3,3,-12,12
C[C@H]1CN([C@@H](C)CO)C(=O)c2cccc(NC(=O)c3ccc(-c4nccs4)cc3)c2O[C@H]1CN(C)S(=O)(=O)c1ccccc1,0,-13,4,/,1,3,-22
COc1cc(C#Cc2c(-c3cncn3C)n(C)c3ccc(-c4ccc(OC)c(OC)c4)cc23)cc(OC)c1,/,-3,/,4,3,/,-5
C[C@H](CO)N1C[C@H](C)[C@@H](CN(C)C(=O)Nc2ccc(C(F)(F)F)cc2)Oc2ccc(NC(=O)CCN3CCOCC3)cc2C1=O,1,7,-2,/,7,4,-39
CC1(C)COCN1C(=O)c1ccc(Cl)c(Cl)c1,2,1,3,1,/,-2,/
CCn1cc(C(=O)NCCCOC)c(=O)c2cc(S(=O)(=O)N3CCCC3)ccc21,0,2,-1,8,-1,2,-19
COc1ccc(-c2cc(C(=O)N3CCCC3)c3ccccc3n2)cc1,-3,-23,0,1,37,-25,-10
O=C(NN1CCCCCC1)c1ccccc1F,-1,-4,-4,-3,12,-2,3
COc1ccc2c3c(n(C)c2c1)[C@@H](CO)N(C(=O)NC1CCCC1)CC31CCN(C)CC1,-5,-2,-12,/,/,-2,/
CCCCCCOc1ccc(N2C(=O)CC(N3CCN(CCN=CC4C(=O)CC(C)(C)CC4=O)CC3)C2=O)cc1 (configuration not stated),0,9,1,/,/,112*,/
COc1ccccc1N(CC(O)Cn1c2ccccc2c2ccccc21)S(=O)(=O)c1ccccc1 (configuration not stated),-1,2,-3,0,/,-4,/
CCCCNC(=O)c1c(CSc2ccc(Cl)cc2)noc1C(=O)NCCC,1,/,7,1,0,-3,6
COc1ccc(C(F)(F)F)cc1N/C=C/c1nnnn1-c1ccc2ccccc2c1,-3,-4,-4,-17,5,-3,3
O=c1oc2ccccc2c(N2CCCC2)c1CN1CCCC1,-4,-3,-6,/,1,-1,-12
C[C@H](CO)N1C[C@H](C)[C@@H](CN(C)S(=O)(=O)c2ccccc2)OCCCC[C@H](C)Oc2ccc(NC(=O)CCCN(C)C)cc2C1=O,-2,11,5,-3,-1,6,/
C[C@H](CO)N1C[C@H](C)[C@@H](CN(C)Cc2ccccc2)OCCCC[C@H](C)Oc2ccc(NC(=O)Nc3ccc4c(c3)OCO4)cc2C1=O,3,8,-5,1,7,2,0
O=C(C[C@@H]1CC[C@H]2[C@@H](COC[C@H](O)CN2Cc2cccc(C(F)(F)F)c2)O1)NCc1ccccc1,0,4,6,-7,2,3,13
SMILES,CASP6 VEID inh,LGR2 inh,S100A4 MyoIIA,FN deposit inh,esBAF inh,SIRT5 inh,Statin myotox sup
CC1CN(C(=O)c2ccc(NS(=O)(=O)c3cccc(Cl)c3)cc2)CC(C)O1 (configuration not stated),-6,27,1,2,-1,2,0
COc1ccc(NC(=O)CSc2nc3ccccc3c(=O)n2CCCN2CCC(C)CC2)c(OC)c1,3,39,-26,1,-4,-1,1
C[C@H](CO)N1C[C@H](C)[C@H](CN(C)S(=O)(=O)c2ccc(Oc3ccccc3)nc2)OCc2cnnn2CCCC1=O,-2&3,16,5&-4,5,-2&5,4&-1,-3&-4
O=C(NCC1CCCO1)C1CC1(c1ccccc1)c1ccccc1 (configuration not stated),/,-6,0,3,/,/,/
Cc1c(Cl)c([N+](=O)[O-])nn1CC(=O)N1CCCc2ccccc21,3,-13,2,-5,/,-11,/
C[C@H](NC(=O)C[C@H]1CC[C@H](NC(=O)C2CCC2)[C@@H](CO)O1)c1ccccc1,4,-8,5,/,-4,1,4
CCOc1nc(SCCOc2ccccc2)nc(N(C)C)n1,/,/,/,7,1,/,0
CCc1sc(C(=O)N2CCN(c3ccc(F)cc3)CC2)cc1C,-1,9,2,-1,9,3,-4
Cc1ccccc1COc1ccc(/C=C(\C#N)C(N)=O)cc1,0,-75,-2,-4,6,0,9
CC(=O)c1c(C)[nH]c(C(=O)OCC(=O)Nc2cc(Cl)ccc2[N+](=O)[O-])c1C,3,29,0,-1,/,6,/
COc1cccc(-c2ccc3c(c2)O[C@H](CN(C)CC2CC2)[C@H](C)CN([C@@H](C)CO)S3(=O)=O)c1,-2,-5,4,-10,2,-1,-62
CCc1cc(=O)oc2cc(C)cc(O)c12,-2,12,5,1,0,/,9
CC(=O)Nc1c(C)nn(C(C)=O)c1C,/,3,/,1,-1,/,13
COc1ccc(NC(=O)CCN2CCN(S(=O)(=O)c3ccc(Cl)cc3)CC2)cc1,0,5,7,/,1,-4,7
Cc1ccc2oc(Nc3nc(C)cc(C)n3)nc2c1,/,/,/,1,17,/,-17
Cc1cccc(/C(N)=N/OC(=O)CCc2ccccc2)c1,/,-5,-6,/,24,-3,7
Cc1ccc(OCCNc2cc(N3CCN(CCO)CC3)ccc2[N+](=O)[O-])cc1C,/,-7,/,5,-8,/,3
CCCNC(=S)N1CCN(c2nc(C)nc3sc4c(c23)CCCC4)CC1,3,9,-2,0,-4,-2,7
O=C(CCOc1ccccc1)N1CCN(S(=O)(=O)c2ccccc2F)CC1,48*,3,1,-1,-4,6,1
CCN1CCN(c2cc(C)c3cc(NC(=O)CCC(=O)N4CCN(c5ccccc5OC)CC4)ccc3n2)CC1,-5,-17,0,-8,7,-2,-12
O=[N+]([O-])c1cc(Br)ccc1C[n+]1ccccc1,0,8,0,4,-5,-2,7
C[C@H]1CN([C@@H](C)CO)S(=O)(=O)c2ccc(Br)cc2O[C@@H]1CN(C)C(=O)Cc1cccnc1,-7&1,0&-6,39&-4,-5&-10,0&3,-4&-4,-1&16
Cc1c(CCC(=O)O)c(=O)oc2cc3occ(-c4ccccc4)c3cc12,3,-3,1,5,-18,-1,18
CO[C@@H]1CN(C)C(=O)c2ccc(NC(=O)C3CCC3)cc2OC[C@@H](C)N(C(=O)c2ccccc2)C[C@H]1C,2,10,5,7,4,-4,11
CC1=C(C#N)S(=O)(=O)C(C#N)C(c2ccccc2)C1 (configuration not stated),-1,1,-3,5,/,-5,/
SMILES,CASP6 VEID inh,LGR2 inh,S100A4 MyoIIA,FN deposit inh,esBAF inh,SIRT5 inh,Statin myotox sup
CCOC(=O)c1cc(CC)sc1NC(=O)CN1C(=O)C(=O)N(CC(C)C)C1=O,1,-6,-9,3,/,-4,-3
COc1ccc2cc(C(=O)NCCc3ccccc3)[nH]c2c1,-3,-35,-6,-1,43*,-5,1
CC(=O)Nc1ccc(C(=O)COC(=O)c2ccco2)c(F)c1,2,-54,-5,-4,44*,3,9
CC(=O)Nc1ccc(NC(=O)CCC(=O)Oc2ccc(C)cc2)cc1,-3,2,-8,9,4,9,10
CSc1nnc(-c2ccco2)c(-c2ccco2)n1,48*,/,18,-7,-7,6,/
CCc1cc(=O)oc2cc(C)cc(OCC(=O)NC3CCN(Cc4ccccc4)CC3)c12,-3,-5,-3,2,3,-1,-13
O=C(NC(=S)N1CCCC1)c1ccc(Cl)cc1,3,7,-11,-1,1,2,-4
O=C(C[C@H]1C[C@H]2c3cc(NC(=O)CC4CC4)ccc3O[C@H]2[C@@H](CO)O1)NCC(F)(F)F,-3,2,3,-13,1,1,2
COc1cccc(NC(=O)N2CCC(C(=O)Nc3ccc(C)cc3C)CC2)c1,/,/,/,5,2,/,11
C/C(=N\Nc1nc(N2CCCCCC2)nc(N2CCCCCC2)n1)c1ccccc1,/,17,/,3,4,/,0
CCOC(=O)C1=C(C)N(C)C(=O)NC1c1cccc([N+](=O)[O-])c1 (configuration not stated),-1,9,-3,-1,-2,/,16

# Screens as filed in PubChem.
